A3A deaminase: APOBEC3A ssDNA deaminase inhibitors, primary screen, selectivity assay for APOBEC3G inhibitor project, biochemical, FAM/TAMRA oligo cleavage fluorescence | DNA dC->dU-editing enzyme APOBEC-3A (Homo sapiens), P31941 | recombinant A3A, FAM/TAMRA ssDNA deamination fluorescence | inhibition, % at 20 µM | 330,000 compounds, 0.41% hits | AID 493011, 2011;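 active = at least 40% inhibition at 20 µM here, with at most 30% in a related deaminase screen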;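 note: plate controls were A3A with DMSO for no effect and wells lacking A3A enzyme for full effect; some results filed as inactive read as strong as hits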
ATG4B inhibitor: ATG4B protease inhibitors, primary screen, biochemical, fluorescence, uHTS; Cysteine protease ATG4B (Homo sapiens), Q9Y4P1; ATG4B cleavage of LC3-PLA2, NBD-HPC fluorescence, 1 h; inhibition, % at 8.33 µM; 340,000 compounds, 0.51% hits; in the data active = inhibition above about 40%
mIAP act: activators of mouse IAP, primary screen, biochemical, luminescence, uHTS; muIAP, CDP-Star luminescence, 30 min; hits give high values; 1 = vehicle-only enzyme signal, 0 = enzyme-free wells; activation factor at 10 µM; 330,000 compounds, 0.24% hits;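 active = activation factor of at least 2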; note: the source names both 10 and 20 µM as test concentration; values of inactives mirror those of a sister screen read the other way
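System: mouse IAP enzyme. Reagent: CDP-Star chemiluminescent phosphatase substrate. Benchmarks: DMSO wells, no-enzyme wells. Times: 30 min enzyme-substrate-compound incubation at room temperature. Detection: luminescence from enzymatic CDP-Star hydrolysis. Doses: test compounds delivered from DMSO solution.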
hIAP block: human IAP inhibitors, primary screen, biochemical, luminescence, uHTS | 330,000 compounds, 0.12% hits | purified IAP, CDP-Star luminescence, 30 min | AID 2544, 2010 | inhibition, % at 10 µM;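 active = inhibition reaching a set limit with compound at 10 µM in the primary screen, cut at about 35% in these data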;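 note: plate controls were DMSO wells with enzyme for no effect and no-enzyme buffer wells for full effect; values of inactives mirror those of a sister screen read the other way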
mIAP block: inhibitors of mouse IAP, primary screen, biochemical, luminescence, uHTS; intestinal alkaline phosphatase [Mus musculus]; purified mouse IAP, CDP-Star luminescence, 30 min; inhibition, % at 10 µM; 330,000 compounds, 0.2% hits; AID 2806, 2010;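 active = inhibition of at least 40% at 10 µM in the primary screen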;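 note: plate controls were DMSO with enzyme for no effect and no enzyme wells for full effect; values of inactives mirror those of a sister screen read the other way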
HKDC1 inhibitor: HKDC1 hexokinase inhibitors, primary screen, biochemical, fluorescence, uHTS | 340,000 compounds, 0.16% hits | recombinant HKDC1, G6PDH/diaphorase resazurin coupled fluorescence | AID 493160, 2011 | inhibition, % at 20 µM;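 active = inhibition above about 35% when tested at 20 µM, limit read from the data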;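 note: plate controls were DMSO wells with enzyme for no effect and DMSO wells lacking enzyme for full effect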
Target sequence (Q2TB90 whole entry, looked up): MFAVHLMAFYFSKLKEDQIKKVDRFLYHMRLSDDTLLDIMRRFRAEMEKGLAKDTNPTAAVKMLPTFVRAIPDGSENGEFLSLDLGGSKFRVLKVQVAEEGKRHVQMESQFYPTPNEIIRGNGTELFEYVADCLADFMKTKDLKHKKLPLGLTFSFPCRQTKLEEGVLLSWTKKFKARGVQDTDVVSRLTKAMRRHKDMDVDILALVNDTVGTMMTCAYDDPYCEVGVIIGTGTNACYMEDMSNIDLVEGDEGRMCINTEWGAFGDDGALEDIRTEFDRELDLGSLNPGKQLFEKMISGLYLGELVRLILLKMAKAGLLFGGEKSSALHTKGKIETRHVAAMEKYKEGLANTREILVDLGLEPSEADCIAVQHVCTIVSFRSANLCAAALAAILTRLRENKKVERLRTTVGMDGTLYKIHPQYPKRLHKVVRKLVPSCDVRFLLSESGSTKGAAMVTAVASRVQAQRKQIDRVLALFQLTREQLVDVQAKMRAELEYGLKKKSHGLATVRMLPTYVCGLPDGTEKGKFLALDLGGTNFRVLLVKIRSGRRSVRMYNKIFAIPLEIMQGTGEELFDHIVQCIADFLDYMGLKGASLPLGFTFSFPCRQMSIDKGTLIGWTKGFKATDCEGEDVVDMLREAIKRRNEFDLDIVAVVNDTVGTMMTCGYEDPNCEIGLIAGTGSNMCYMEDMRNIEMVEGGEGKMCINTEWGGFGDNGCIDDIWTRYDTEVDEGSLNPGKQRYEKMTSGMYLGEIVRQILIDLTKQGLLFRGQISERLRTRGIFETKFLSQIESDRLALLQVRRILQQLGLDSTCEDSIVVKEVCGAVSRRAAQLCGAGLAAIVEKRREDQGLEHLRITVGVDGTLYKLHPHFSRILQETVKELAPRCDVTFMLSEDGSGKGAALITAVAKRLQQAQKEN
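Test system: HK5 enzyme. Quantity: 5 µg/mL HK5 final. Reagent: glucose and ATP substrates. Schedule: 90 min reaction incubation at room temperature, dark. Technique: resazurin-to-resorufin fluorescence via G6PDH and diaphorase coupling, 525/613 nm. Control set: DMSO wells with and without enzyme mix.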
PfG6PD inh: PfG6PD enzyme inhibitors, primary screen, biochemical, fluorescence intensity, uHTS. glucose-6-phosphate dehydrogenase-6-phosphogluconolactonase (Plasmodium falciparum 3D7). PfGluPho enzyme, NADPH resazurin-diaphorase fluorescence. inhibition, % at 20 µM. 350,000 compounds, 0.78% hits;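 active = inhibition reaching at least a set limit at 20 µM in the primary screen, cut at about 59% in these data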;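 note: 0% = DMSO wells with substrate and 100% = DMSO wells lacking glucose-6-phosphate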
hIAP activ: human IAP activators, primary screen, biochemical, luminescence, uHTS; purified human IAP, CDP-Star luminescence, 30 min; hits give high values; 1 = vehicle-only enzyme, 0 = enzyme-free background; Intestinal-type alkaline phosphatase (Homo sapiens), P09923; AID 2524, 2010; 330,000 compounds, 0.16% hits; activation factor at 10 µM;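 active = activation factor of the enzyme at least 2-fold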; note: the source names both 10 and 20 µM as test concentration; values of inactives mirror those of a sister screen read the other way
An asterisk follows results filed as active; x = not tested or not shown.

SMILES	A3A deaminase	ATG4B inhibitor	mIAP act	hIAP block	mIAP block	HKDC1 inhibitor	PfG6PD inh	hIAP activ
COc1ccc(NC(=O)c2cc(-c3ccncc3)nc3ccc(Br)cc23)cc1OC	2	-1	1	-15	-1	-2	6	1.2
COC(=O)c1cn(-c2nc(C)c3c(n2)CCC3)nn1	3	1	0.94	8	6	-8	9	0.92
CCCN1CCN(CCCNC(=O)CN2C(=O)c3cccnc3Oc3ccc(Cl)cc32)CC1	1	-4	1.1	-16	-5	-5	11	1.2
O=C(Cn1cc(C(F)(F)F)ccc1=O)N1CCN(S(=O)(=O)c2ccc(Cl)cc2)CC1	3	0	0.96	9	4	2	-16	0.91
COc1ccc(-c2cc(C(F)(F)F)n3nc(C(=O)N4CCCCC4)cc3n2)cc1	-1	-3	0.96	12	4	17	-11	0.88
CC(C)NC(=S)Nc1c(N)[nH]c(=O)[nH]c1=O	5	-2	1	18	0	-4	4	0.82
COc1ccccc1NC(=O)c1oc2ccccc2c1NC(=O)c1cc(OC)c(OC)c(OC)c1	-8	8	0.92	-14	8	-6	-8	1.1
CCOC(=O)CNc1nc(C#N)nc(N2CCOCC2)n1	-4	-8	0.95	3	5	0	-4	0.97
CC(C)N1CCN(Cc2cccn2-c2nccs2)CC1CCO (stereo not given)	-2	4	0.99	-11	1	-1	5	1.1
O=[N+]([O-])c1ccc(N2CCCCCC2)c(S(=O)(=O)N2CCCCC2)c1	-4	-12	0.87	-4	13	4	11	1
COc1ccc(OC)c2c(=O)cc(C(=O)O)[nH]c12	-3	-1	0.78	-6	22	3	-1	1.1
Cc1ccc(-n2nc3c(N4CCC(C(=O)N5CCN(C)CC5)CC4)nnc(C)c3c2C)cc1	-2	11	1	-26	-5	-5	0	1.3
O=C(CSc1nnc(CNC(=O)c2cccc(C(F)(F)F)c2)o1)NCC1CCCO1 (stereo not given)	-6	0	0.92	-15	8	-5	2	1.2
CCN1CCN(C(CNC(=O)c2ccc3c(c2)OCO3)c2cccnc2)CC1 (stereo not given)	-4	-1	0.92	16	8	-2	11	0.84
CCN(CCn1cccn1)C(=O)CC1C(=O)NCCN1CCc1ccccc1 (stereo not given)	1	-4	0.94	-13	6	1	10	1.1
O=C(CCCOc1ccc(Cl)cc1)NCCc1ccccc1	0	-8	1	-16	0	1	2	1.2
Cc1ccc(C(=O)NCC(=O)NCC(c2cccs2)N2CCOCC2)cc1C (stereo not given)	-3	2	0.94	-5	6	-5	7	1.1
C=CCNC(=O)/C(C#N)=C/c1c(C)nn(-c2ccc(Cl)cc2)c1Cl	-5	-7	0.95	4	5	0	-2	0.96
CCCn1c(C2CC(=O)N(c3ccc(C)cc3)C2)nc2ccccc21 (stereo not given)	-2	6	1	-5	0	-6	3	1.1
C=CCNc1nnc(SC2CC(=O)N(c3ccc(OC)cc3)C2=O)s1 (stereo not given)	-3	1	0.94	0	6	-2	5	1

4 successive compounds already listed, quoted:
SMILES	A3A deaminase	ATG4B inhibitor	mIAP act	hIAP block	mIAP block	HKDC1 inhibitor	PfG6PD inh	hIAP activ
COc1ccc(OC)c2c(=O)cc(C(=O)O)[nH]c12	-3	-1	0.78	-6	22	3	-1	1.1
Cc1ccc(-n2nc3c(N4CCC(C(=O)N5CCN(C)CC5)CC4)nnc(C)c3c2C)cc1	-2	11	1	-26	-5	-5	0	1.3
O=C(CSc1nnc(CNC(=O)c2cccc(C(F)(F)F)c2)o1)NCC1CCCO1 (stereo not given)	-6	0	0.92	-15	8	-5	2	1.2
CCN1CCN(C(CNC(=O)c2ccc3c(c2)OCO3)c2cccnc2)CC1 (stereo not given)	-4	-1	0.92	16	8	-2	11	0.84

Going on with the list:
SMILES	A3A deaminase	ATG4B inhibitor	mIAP act	hIAP block	mIAP block	HKDC1 inhibitor	PfG6PD inh	hIAP activ
O=C(CNC1C(=O)Nc2ccccc21)Sc1ccccc1 (stereo not given)	-4	-18	0.97	-4	3	5	13	1
O=C(COC(=O)c1cc(Cl)ccc1O)NCC1CCCO1 (stereo not given)	-5	-1	1	-7	0	-3	-12	1.1
CCOc1ccc(/C(O)=C2/C(=O)C(=O)N(c3cc(C)on3)C2c2ccc(C(=O)OC)cc2)cc1 (stereo not given)	1	6	0.9	14	10	0	-35	0.86
CCOC(=O)C1CCN(c2nc(-c3ccc(C)cc3)nc3ccccc23)CC1	-3	-6	0.98	21	2	-1	31	0.79
Cc1ccc(NC(=O)N2C3CCCC2CC(NC(=O)C2CC2)C3)cc1 (stereo not given)	-2	-1	1.1	-11	-7	-3	14	1.1
Cc1nn(C)c(C)c1/C=N/N=C1\CCC2C3CCc4cc(O)ccc4C3CCC12C (stereo not given)	-2	1	0.93	1	7	-3	-7	0.99
COC(=O)c1ccc(CNC(=O)COC(=O)/C=C/c2ccc(OC)c(OC)c2)cc1	-1	-12	1.1	-11	-9	-6	-12	1.1
Cc1ccccc1C(=O)N1CCc2c([nH]c3ccccc23)C1C(F)(F)F (stereo not given)	5	-4	1.1	-10	-10	0	22	1.1
CC(C)c1ccc(C(=O)OCC(=O)NC2CCCC2)cc1	0	-4	0.98	-3	2	3	-4	1
COc1cccc(CC(CC(=O)O)C(=O)Nc2cc(C)ccc2C)c1 (stereo not given)	-4	5	0.99	2	1	-4	-5	0.98
COc1ccccc1CC(=O)N1CCN(c2ccc(F)cc2)CC1	-4	-6	1	-17	-3	2	12	1.2
CC1CC(C)(C)CC2(C1)NC(=O)N(CC(=O)N1CCN(Cc3ccc(C#N)cc3)CC1)C2=O (stereo not given)	7	1	0.97	-2	3	-4	-11	1
Cc1cccc(CSc2nnc(NC(=O)CSc3nnc(C)s3)s2)c1	5	4	1	-1	-2	5	-31	1
CCOC(=O)c1ccc2nc(CCC(=O)N[C@H](C(=O)OC)C(C)C)c(=O)n(CC)c2c1	0	-7	1.1	13	-12	5	15	0.87
CC[C@@H](C)[C@H](CN[C@H](CNC)C(C)C)NC[C@@H](C)c1ccc(CC(C)C)cc1	1	7	1	-14	-3	0	4	1.1
CCOC(=O)Cc1cc(=O)[nH]c(=O)[nH]1	-1	8	1.1	-5	-8	-3	-9	1.1
COc1ccccc1C1CC(=O)Oc2cc(OC)c(OC)c(OC)c21 (stereo not given)	1	-5	1.1	x	-10	-4	1	x
O=C(Nc1cccc(Cl)c1)O/N=C\c1ccncc1	-4	4	1.5	-4	-54	-2	30	1
Cc1cc(C(=O)CSc2nc(N)cc(=O)[nH]2)c(C)n1CC1CCCO1 (stereo not given)	4	-7	0.96	-1	4	-6	7	1
c1ccc(-c2nnc(-c3ccccc3)c(-c3c[nH]c4ccccc34)n2)cc1	-8	-6	0.95	-42	5	-3	-3	1.4
Cc1ccc(SC[C@H](c2ccccc2)N2CCN(CCc3ccccc3)CCC2=O)cc1	0	-10	1	23	-1	5	12	0.77
O=C(CCN1C(=O)c2cccc3cccc(c23)C1=O)N1CCN(Cc2ccc3c(c2)OCO3)CC1	4	-3	1	6	-2	-11	-3	0.94
COc1ccccc1NC(=O)CCc1nnc2ccc(N3CCN(C)CC3)nn12	-4	8	0.95	-5	5	-4	8	1.1
CN(C)S(=O)(=O)N1CCCC(C(=O)c2ccc(-c3ccccc3)c(F)c2)C1 (stereo not given)	-1	-8	0.89	-8	11	1	18	1.1
O=C1CC(C(=O)N2CCN(S(=O)(=O)c3cccc(F)c3)CC2)CN1Cc1ccccc1Cl (stereo not given)	-4	-8	0.94	2	6	-3	2	0.98
Cc1nn(-c2ccccc2)c(C)c1/C=N/n1cnnc1	-1	-9	0.96	-10	4	-5	4	1.1
CCOC(=O)N1CCN(C(=O)CSc2nc3c(c(=O)n2-c2ccccc2OC)SCC3)CC1	-1	-3	1.1	-17	-7	-10	20	1.2
CCN(CC)CCNC(=O)Cc1c(C(=O)O)n(C)c2ccccc12	-4	-16	0.91	0	9	-4	-2	0.99
CCCCC(=O)Nc1cc(OC)c(NC(=O)C2CCCCC2)cc1OC	-2	-1	0.96	12	4	-4	-7	0.88
COc1ccc(C(=O)COC(=O)CN2C(=O)C3C4CCC(C4)C3C2=O)cc1 (stereo not given)	1	-6	1	-10	0	-4	3	1.1
O=C(COC(=O)CN1C(=O)c2ccccc2C1=O)Nc1ccc(S(=O)(=O)N2CCCC2)cc1	0	-6	1	9	0	0	1	0.91
CCN(C(=O)C1CCCN(c2nc(-c3ccc(OC)cc3)no2)C1)c1ccc(OC)cc1 (stereo not given)	0	11	1	-9	-4	0	25	1.1
CC(C)CN1CCN(Cc2cccc3ncccc23)CC1CCO (stereo not given)	1	-8	0.98	-10	2	-4	4	1.1
COCCc1nnc(NC(=O)Cc2ccccc2)s1	-2	3	1.1	-36	-12	1	-13	1.4
COc1ccc(CNC(=O)C/C(C)=N/NC(=O)COc2ccc(Br)cc2)cc1	1	0	0.96	-16	4	-4	-5	1.2
Cc1cccc(C(=O)Nc2ccccc2-c2nnn(CC(=O)Nc3ccc4c(c3)OCCO4)n2)c1	-1	23	1.3	-14	-30	7	-7	1.1
CCOc1ccc(Br)cc1CNc1ccc2c(c1)OCCO2	3	7	0.94	10	6	3	21	0.9
CN1CCC(CN)(N2CCN(c3ccccc3)CC2)CC1	-3	-4	0.9	-1	10	-4	13	1
CCc1ccc(OCCOCC(O)CNC2CCCC2)cc1 (stereo not given)	-1	-3	0.97	3	3	3	9	0.97
CCc1ccc(OCCOCC(O)CNC(C)CC)cc1 (stereo not given)	-1	-7	0.91	-14	9	-7	5	1.1
CCOC(=O)C1=C(C)N(CCCC(=O)O)C(=O)NC1c1ccccc1OS(=O)(=O)c1ccccc1[N+](=O)[O-] (stereo not given)	0	-1	0.96	1	4	-4	-11	0.99
CCN(CC)S(=O)(=O)c1cccc(C(=O)OCC(=O)NCCN2C(=O)CSC2=O)c1	1	1	1	11	-2	-5	-1	0.89
CCc1ccc(CSc2nccn2-c2ccccc2)cc1	0	3	1	-6	-4	1	4	1.1
COc1ccc(/C=C(\NC(=O)c2ccccc2)C(=O)OC[C@@H]2CCC[N+]3(C)CCCCC23)cc1OC (stereo not given in full)	67*	-3	1.1	-4	-10	-5	-1	1
COc1ccc(-c2nnc(NC(=O)C(C)C)o2)cc1	-2	-4	0.96	-6	4	-5	9	1.1
COc1ccc(N2CCN(C(c3ccc4ncccc4c3)c3nnnn3C(C)C)CC2)cc1 (stereo not given)	-6	-12	1.1	-7	-12	-6	9	1.1
COc1ccc2ccccc2c1CNCCCN1CCOCC1	5	-3	1	-14	-2	-4	15	1.1
CC(C)(C)C(=O)Nc1nnc(SCc2ccc(F)cc2)s1	-4	-6	1	-3	-1	5	1	1
O=C(CCC(=O)c1ccccc1)NCc1cccc(C(F)(F)F)c1	-1	14	1	-6	-1	-4	14	1.1
